CHOP UPR activ = apoptotic UPR (CHOP) activation. CHO-CHOP luciferase reporter, luminescence; percent of tunicamycin response over DMSO baseline. activation, % at 10 µM. 0.34% of 330,000 active. AID 449763;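 active means at 10 µM dose, activation of 40% or more, normalized to positive control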;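 further: 100% = tunicamycin at 10 µg/mL and 0% = DMSO alone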
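Test system: CHO-CHOP cells, stable luciferase reporter of PERK-eIF2a-CHOP signalling | Quantity: 500 CHO-CHOP cells per well | Buffer or medium: F12 plus 10% serum | Compound dosing: 10 µM single point, 0.5% DMSO | Schedule: 6 h compound treatment, 37 °C | Signal: Luciferase luminescence | Control set: Tunicamycin high control, DMSO low control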
EBI2 antag = blocks human EBI2 receptor beta-arrestin signaling. P32249. inhibition, % at 5 µM. 0.81% of 360,000 active. AID 651636. EBI2 beta-arrestin recruitment, luminescence, 7a,25-OHC stimulated; in the data active means inhibition above about 38%;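 further: enzyme fragment complementation signal reports receptor beta-arrestin coupling in cells; 0% = agonist plus DMSO wells and 100% = wells without agonist; some results beyond the cut were filed as inactive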
Target sequence (P32249 whole entry, looked up, the tested form may be a part): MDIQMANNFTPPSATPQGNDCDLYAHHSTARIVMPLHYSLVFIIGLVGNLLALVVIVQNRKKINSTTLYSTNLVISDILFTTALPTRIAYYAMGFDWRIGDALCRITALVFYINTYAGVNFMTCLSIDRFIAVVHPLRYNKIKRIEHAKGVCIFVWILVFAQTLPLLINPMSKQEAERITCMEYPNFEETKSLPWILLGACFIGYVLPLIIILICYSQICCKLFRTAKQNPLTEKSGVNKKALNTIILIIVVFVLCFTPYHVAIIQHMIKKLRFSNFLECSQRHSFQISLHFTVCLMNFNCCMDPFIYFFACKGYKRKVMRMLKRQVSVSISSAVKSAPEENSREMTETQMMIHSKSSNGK
697 NFkB inh = lowers PMA/ionomycin-induced NF-kB signal in 697 B cells; 0.33% of 330,000 active; AID 435022; 697 B-cell NF-kB luciferase reporter, 16 h; inhibition, % at 4 µM; in the data active means inhibition above about 35%
UPR XBP1 act = adaptive UPR (XBP1) activation; CHO-XBP1 luciferase reporter, IRE1-XBP1 UPR activation, luminescence; percent of tunicamycin response, DMSO as zero; 0.33% of 330,000 active; AID 463104; activation, % at 20 µM;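 active means versus positive control, 20 µM dose yields 30% or more activation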;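 further: 100% = tunicamycin at 10 µg/mL and 0% = DMSO only wells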
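Material: CHO-XBP1 cells stably carrying IRE1-XBP1-driven luciferase reporter / Amount: 1000 cells per well / Compound: 20 µM, 1% DMSO / Times: 6 h treatment, 37 °C / Detection: luciferase luminescence / Measure: % activation of reporter signal versus tunicamycin and DMSO controls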
Jurkat NFkB inh = lowers PMA/ionomycin-induced NF-kB signal in Jurkat cells | 0.53% of 330,000 active | inhibition, % at 4 µM | PMA/ionomycin-induced NF-kB luciferase reporter, luminescence; in the data active means inhibition above about 50%
Mdm2-MdmX inh = inhibitors of human Mdm2/MdmX interaction; O15151+Q00987; SaOS-2 split-luciferase Mdm2/MdmX complementation, luminescence; inhibition, % at 8 µM; 3% of 330,000 active; AID 485346;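 active means inhibition of at least 50% at 8 µM in the primary screen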
CCR6 antag = antagonists of human CCR6 receptor. P51684. CHO-K1 CCR6 PathHunter beta-arrestin, luminescence, CCL20-stimulated. inhibition, % at 20 µM. 0.49% of 340,000 active. AID 493098;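 active means compounds whose inhibition of the agonist-driven luminescence signal at 20 µM reaches about 50%, limit read from the data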;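 further: cells stimulated with CCL20 at 14 nM final; plate controls were DMSO with CCL20 for no effect and DMSO without agonist for full effect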
CXCR6 block = CXCR6 (human) receptor inhibition | inhibition, % at 20 µM | O00574 | CHO-K1 PathHunter CXCR6 beta-arrestin, luminescence | 0.36% of 360,000 active; in the data active means inhibition above about 34%, passing the limit was not always enough;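 further: antagonist mode with CXCL16 agonist at 10 nM final; 0% = 10 nM CXCL16 with DMSO and 100% = unstimulated wells without agonist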
Target sequence (O00574 whole entry, looked up): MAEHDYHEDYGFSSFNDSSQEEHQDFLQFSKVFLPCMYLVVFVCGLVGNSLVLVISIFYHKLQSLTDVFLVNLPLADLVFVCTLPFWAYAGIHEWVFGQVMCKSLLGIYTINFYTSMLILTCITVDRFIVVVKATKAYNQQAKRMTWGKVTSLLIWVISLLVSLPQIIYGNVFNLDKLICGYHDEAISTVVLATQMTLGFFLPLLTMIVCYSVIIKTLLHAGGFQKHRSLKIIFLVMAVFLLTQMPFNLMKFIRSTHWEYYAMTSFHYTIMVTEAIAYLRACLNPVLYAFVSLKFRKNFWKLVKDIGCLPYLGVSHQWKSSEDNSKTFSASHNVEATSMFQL
Gli-Sufu antag = blocks Gli-Sufu signaling in a luciferase reporter; 0.74% of 340,000 active; inhibition, % at 5 µM; Sufu-KO-LIGHT fibroblasts, Gli luciferase reporter luminescence;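 active means inhibition above about 55%, limit read from the data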;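 further: 0% = DMSO-treated cells and 100% = wells with medium but no cells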
* marks the source's active call; other numbers are inactive results; . = not tested or not shown. Outcome played no part in choosing rows, and some 5% of all compounds hit somewhere here.

mol,CHOP UPR activ,EBI2 antag,697 NFkB inh,UPR XBP1 act,Jurkat NFkB inh,Mdm2-MdmX inh,CCR6 antag,CXCR6 block,Gli-Sufu antag
O=C1NC2(CCCCCC2)C(=O)N1Cc1c(F)cccc1Cl,0.7,4,3,-5,-1,14,3,-7,-3
O=C(c1cc(-c2ccco2)on1)N1CCCc2ccccc21,3.2,-3,15,0,-10,-7,19,2,3
Cc1cc2c(C)nc(N/N=C/c3ccccc3)nc2o1,3.1,-3,-3,4,-19,-2,-2,6,-30
CCCC(=O)O/N=C(\c1ccccc1)c1ccncc1,-1.4,14,-4,-7,-6,-8,-8,4,0
COC(=O)c1ccc(N2CCCCC2)c(NS(=O)(=O)c2ccc(C)cc2)c1,-1.2,-2,-16,-2,3,65*,13,0,14
Cc1cc(C(=O)OCC(=O)NCc2ccccc2)c(C)o1,1.3,-11,0,1,5,7,6,0,26
Cc1ccsc1/C=C1\SC(N2CCOCC2)=NC1=O,4.6,2,-31,7,-43,-9,-13,7,16
COc1ccc(CNCC(O)(c2ccccc2)c2ccccc2)cc1,-1.4,-1,-3,-2,3,23,6,-10,3
COc1ccc(OCC(=O)OCC(=O)Nc2ccc3[nH]c(=O)[nH]c3c2)cc1,-1.2,-10,22,0,10,-13,-5,-4,-4
O=C1c2ccccc2C(=O)N1CC(O)CN1CCOCC1 (stereo unspecified),-1.6,7,12,-1,3,-7,2,-9,-9

Just 697 NFkB inh and CHOP UPR activ, for four of the compounds above:
| compound | 697 NFkB inh | CHOP UPR activ |
| --- | --- | --- |
| O=C(c1cc(-c2ccco2)on1)N1CCCc2ccccc21 | 15 | 3.2 |
| Cc1cc2c(C)nc(N/N=C/c3ccccc3)nc2o1 | -3 | 3.1 |
| O=C1c2ccccc2C(=O)N1CC(O)CN1CCOCC1 (stereo unspecified) | 12 | -1.6 |
| COc1ccc(OCC(=O)OCC(=O)Nc2ccc3[nH]c(=O)[nH]c3c2)cc1 | 22 | -1.2 |

(list continues)
mol,CHOP UPR activ,EBI2 antag,697 NFkB inh,UPR XBP1 act,Jurkat NFkB inh,Mdm2-MdmX inh,CCR6 antag,CXCR6 block,Gli-Sufu antag
COc1ccc(NC(=O)C2CC(=O)N/C(=N/N=C/c3ccco3)S2)cc1 (stereo unspecified),0.3,-7,5,2,-16,16,-3,-5,44
NC(=O)C1CCN(C(=O)COc2ccc3ccc(=O)oc3c2)CC1,0.2,-4,7,-2,17,12,4,-6,-1
O=C(C1CCCN(S(=O)(=O)c2cccc3nonc23)C1)N1CCN(c2ccccc2Cl)CC1 (stereo unspecified),-0.6,4,-4,-2,-12,25,9,8,13
Cc1ccc(-c2csc3nc(CN(C)Cc4ccccc4)[nH]c(=O)c23)cc1,-3.1,1,-16,0,-5,-8,18,11,-22
CC(NC(=O)c1ccc(N)cc1)c1ccccc1 (stereo unspecified),-0.5,-9,-1,4,7,-1,2,-1,30
CCCCCCN(C(=O)CCCCCN1C(=O)NC(c2ccc(-c3ccccc3)cc2)C(C(=O)OCc2ccccc2)=C1C)C(C(=O)NCCCC)c1ccc(O)c(C(=O)OC)c1 (stereo unspecified),-0.4,.,-19,0,25,-11,.,.,.
CCN1CCN(c2ccc(NC(=O)c3ccc(C#N)cc3F)cc2Cl)CC1,3.1,9,3,3,1,-13,2,-3,3
Cc1cc(=O)[nH]c(N/N=C/c2c(O)n(-c3ccccc3)c(=O)c3ccccc23)n1,1.5,3,-19,-1,0,-9,9,-10,-3
CCOC(=O)N1CCN(C(=O)CS(=O)(=O)Cc2nc(-c3ccccc3C)oc2C)CC1,-0.6,-5,4,-1,-3,24,4,0,0
COc1ccccc1OCCNC(=O)CN1C(=O)NC2(CCCCC2)C1=O,0.0,-14,21,0,-10,34,4,0,1
CSc1nc2[nH]c(=O)[nH]c2c(=O)[nH]1,.,5,.,.,.,.,-12,-6,-7
COc1cccc(N2CCN(C(=O)C3CCN(S(=O)(=O)c4cccs4)CC3)CC2)c1,-1.0,-10,21,-3,12,16,8,-9,5
CCn1c(C)c(P(=O)(N2CCOCC2)N2CCOCC2)c2ccccc21,0.2,9,19,-3,-5,10,0,0,10
COc1ccc(C(=O)NNC(=O)CSc2nnc(COc3ccc4ccccc4c3)n2C)cc1,2.0,8,-21,2,-7,-14,5,6,-2
CCn1c(CSc2nc3ccccc3s2)n[nH]c1=S,1.3,2,-42,0,-39,-16,4,9,-11
COc1ccc2cc(S(=O)(=O)NCCCN3CCOCC3)ccc2c1,0.8,-8,-21,1,4,28,-1,2,11
CCc1nnc(NS(=O)(=O)c2ccc(N=Cc3c(C)[nH]n(-c4ccc(C)c(C)c4)c3=O)cc2)s1,-0.3,1,-42,1,-5,-2,4,3,-6
O=c1[nH]c2cc(Cl)ccc2c(O)c1-c1cccc(Oc2ccccc2)c1,1.6,4,15,-7,8,-4,6,2,0
Cc1cc(C)cc(NS(=O)(=O)c2ccc3[nH]cc(C(=O)N4CCc5ccccc54)c(=O)c3c2)c1,1.0,-5,3,-2,7,-7,24,-13,-9
Cc1ccc2nc(-c3ccc(N4C(=N)SC5CS(=O)(=O)CC54)cc3)sc2c1 (stereo unspecified),6.2,-5,-58,2,-86,-15,-6,-3,-43
CCOC(=O)c1ccc2ncc(C(=O)OCC)c(NCc3ccco3)c2c1,0.9,23,-24,4,-14,7,15,6,-2
O=C(c1cccc(NC2=NC3CS(=O)(=O)CC3S2)c1)N1CCN(c2cccc(Cl)c2)CC1 (stereo unspecified),1.3,0,4,-2,4,-6,7,-8,-4
COc1ccc(C(=O)Nc2ccc(OCC(F)(F)C(F)F)c(C(F)(F)F)c2)cc1OC,3.8,20,11,-2,-9,24,-5,-1,3
CSc1nnc(C)c(/C=C/Nc2ccc(F)cc2)n1,-0.3,-6,-12,-3,-5,-25,8,11,11
C=CCNC(=O)CSc1nc2scc(-c3ccco3)c2c(=O)n1CC=C,2.4,-10,21,2,-3,3,15,6,11
C=CCn1c(=O)/c(=C\c2ccsc2)s/c1=C(/C#N)C(=O)NCCN1CCOCC1,-3.2,2,2,4,-8,-19,16,0,-5
CCOc1ccc(C(=O)C(C)=O)c(OCC)c1,-0.1,-4,12,-4,1,-8,-3,-2,1
O=C(COc1ccc(Br)cc1)Nc1ccc(N2CCOCC2)cc1N1CCOCC1,1.1,7,-32,3,33,82*,8,-1,-3
COc1ccc(NC(=O)CCOc2cc(C)ccc2C)cc1S(=O)(=O)N1CCCCC1,1.3,8,3,-4,17,24,10,-1,9
CCOc1cc(/C=N/NC(=O)c2ccncc2)ccc1OC(=O)c1ccc([N+](=O)[O-])cc1,0.3,3,15,-1,-7,-7,-15,-6,-4
CCOC(=O)C1CCN(C(=O)CCc2nnc3ccc(N4CCN(C)CC4)nn23)CC1,0.4,1,10,-7,6,26,-1,0,27
O=C(c1cc2ccccc2oc1=O)N(Cc1cccs1)C1CCS(=O)(=O)C1 (stereo unspecified),13,6,-28,2,-38,-15,-9,6,-5
COc1ccc(CCNS(=O)(=O)c2ccc(OC)c(OC)c2)cc1OC,0.9,-6,3,-3,7,18,3,8,-7
CC1CCc2nc(NC(=O)CN3CCN(c4ccc(F)cc4)CC3)sc2C1 (stereo unspecified),-2.4,-12,12,1,0,-9,-25,6,3
Cc1ccc(S(=O)(=O)CCC(=O)Nc2nnc(-c3ccccc3S(C)(=O)=O)o2)cc1,0.1,1,15,0,5,15,5,6,-3
Cn1c(C(=O)NC2CCCCC2)cc2c(=O)n(C)c3ccccc3c21,-0.4,3,17,4,-18,40,0,3,14
COc1cccc(C(=O)Nc2ccc(N3CCN(Cc4ccccc4)CC3)cc2)c1,1.8,0,-17,-1,3,-6,-11,-3,1
CCCCCC[n+]1c(-c2ccccc2)csc1Nc1ccccc1,1.8,14,7,-4,3,13,30,6,13
Cc1sc(NC(=O)Cn2nc(C(F)(F)F)cc2C)c(C(=O)OC(C)C)c1C,2.8,1,3,-4,1,11,-9,5,-5
CCCCc1nnc(NC(=O)CCc2ccccc2)s1,0.6,-14,6,-5,-3,1,6,-5,-16
COc1ccc(S(=O)(=O)Nc2ccccc2C(=O)NCc2cccnc2)cc1,0.8,-1,-5,-2,17,3,6,-2,-11
NC(=O)c1ncn([C@@H]2O[C@H](CNCc3ccccc3OCc3ccc(Cl)cc3Cl)[C@@H](O)[C@H]2O)n1,.,-4,.,.,.,.,5,2,2
O=[N+]([O-])c1ccccc1OCCCN1CCc2ccccc2C1,1.1,-5,-5,-2,-8,-6,11,1,18
O=C(NN=C1C2CC3CC(C2)CC1C3)c1ccncc1,-0.6,1,5,-5,11,-10,9,0,-4
CC(=O)c1ccc(NC(=O)CNCC(c2ccccc2)N(C)C)cc1 (stereo unspecified),1.1,-3,21,-2,0,6,-7,-1,1
CCOC(=O)Cc1[nH]nc2c1C(c1cc(OC)ccc1OC)C(C#N)=C(N)O2 (stereo unspecified),1.8,1,13,-3,10,23,-8,-8,-3
CC(C)C1N=C2c3ccccc3N=C(SCC(=O)NCCc3ccc(S(N)(=O)=O)cc3)N2C1=O (stereo unspecified),0.5,-7,0,-3,-3,5,-1,-10,-2
COc1cc(C2C(C(=O)c3ccc(C)o3)=C(O)C(=O)N2c2cc(C)on2)cc(OC)c1OC (stereo unspecified),-0.1,-3,7,-2,4,17,-6,0,-1
Cc1ccc(CNC(=O)C(C)OC(=O)c2ccco2)cc1 (stereo unspecified),-0.3,-12,-19,0,-1,3,-3,-8,0
COc1ccc(Br)cc1/C=N/Nc1ccc(S(=O)(=O)Nc2ccccc2C(=O)O)cc1[N+](=O)[O-],.,1,.,.,.,.,35,19,-5

Remaining list, next part.
mol,CHOP UPR activ,EBI2 antag,697 NFkB inh,UPR XBP1 act,Jurkat NFkB inh,Mdm2-MdmX inh,CCR6 antag,CXCR6 block,Gli-Sufu antag
CC(=O)Nc1ccc(-c2ccnc(-c3ccc(NC(C)=O)cc3)n2)cc1,1.0,9,11,-1,6,-9,13,8,0
O=C(NCCO)/C(=C/c1ccc(Br)cc1)NC(=O)c1cccs1,-0.3,-12,25,0,10,7,-9,0,1
COCc1cc(=O)[nH]c(Nc2nc3ccccc3o2)n1,20,5,-44,3,-31,20,0,16,20
CCCOc1ccc(C(F)(F)F)cc1NC(=O)CCc1c(C)noc1C,-0.8,-9,-20,-2,14,14,14,3,6
COc1ccc(-c2cc(C(=O)OCc3ccccn3)c3ccccc3n2)cc1,4.1,15,-45,6,-40,-24,22,-4,.
CCOc1ccc(NC(=O)C2(c3ccc(OC)c(OC)c3)CCCC2)cc1,-2.5,2,10,-3,-13,17,4,-14,4
Cc1ccc(OCCN2CCN(c3nc(NCc4ccco4)c4ccccc4n3)CC2)cc1,2.3,16,5,-2,13,23,8,0,37
O=c1cccc(-c2ccc(Br)cc2)o1,1.5,-1,16,-3,7,-36,34,-6,-6
C=CCn1cccc(C(=O)Nc2cc(OC)cc(OC)c2)c1=O,1.8,6,11,-4,-19,2,12,2,-10
CCOCCCNC(=O)C1CCN(S(=O)(=O)CC)CC1,0.3,-6,-4,-2,2,10,1,-8,-1
